Screens as filed in PubChem.
D1 antag: antagonists of human D1 dopamine receptor. AID 504652. actives 3.2% (n = 360,000). P21728. activity change, negative = inhibition, % at 10 µM. HEK293 TREx D1 cells, calcium flux, dopamine EC80; hits give low values; in the data active = activity change below about -30%; also: % is scaled to controls: 0 for no effect and ±100 for the full control effect
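HEK293 T-REx cells expressing inducible, force-coupled D1 receptor; no-wash Ca dye, 30–90 min RT. Cmpd → 180 s read at 1 Hz → EC80 DA → 180 s read.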
D2 PAM: D2 dopamine receptor (human) potentiation | P14416 | HEK293 T-REx D2, calcium flux, EC20 dopamine potentiation | potentiation, % at 10 µM | actives 0.34% (n = 340,000) | AID 485347;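 active = potentiation over 3 SD above the plate norm, cut at about 30% in these data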; also: 0% is about no effect
Target sequence (P14416 whole entry, looked up): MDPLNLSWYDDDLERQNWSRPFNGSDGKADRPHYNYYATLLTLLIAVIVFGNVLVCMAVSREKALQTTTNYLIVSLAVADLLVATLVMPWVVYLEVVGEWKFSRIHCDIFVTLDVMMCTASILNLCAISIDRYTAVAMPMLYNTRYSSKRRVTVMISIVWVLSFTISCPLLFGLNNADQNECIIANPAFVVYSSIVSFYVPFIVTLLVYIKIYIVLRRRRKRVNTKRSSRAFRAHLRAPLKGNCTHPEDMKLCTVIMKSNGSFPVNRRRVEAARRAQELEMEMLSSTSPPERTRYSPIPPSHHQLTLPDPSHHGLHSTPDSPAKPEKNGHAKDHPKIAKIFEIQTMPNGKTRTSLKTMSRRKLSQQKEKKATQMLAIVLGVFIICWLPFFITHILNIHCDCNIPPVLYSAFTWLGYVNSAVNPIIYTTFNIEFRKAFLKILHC
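Using a no-wash calcium dye in inducible, force-coupled HEK293 Trex cells expressing D2, we tracked fluorescence each second for 180 s after compound, then for 180 s after EC20 dopamine to detect augmented signalling.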
D1 ag: activates the human D1 dopamine receptor | P21728 | HEK293 T-REx D1 cells, calcium flux, agonist mode | activation, % at 2 µM | actives 1% (n = 360,000) | AID 504660; also: 0% is about no effect
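Inducible HEK293 T-REx D1 cells, force-coupled to calcium signalling, were plated at 4000 cells/well with tetracycline and held overnight at 30 C. After no-wash calcium dye loading, compound-evoked calcium rise over 180 s flagged agonists.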
D1 PAM: human D1 dopamine receptor positive modulation | potentiation, % at 10 µM | AID 504651 | HEK293 TREx D1 cells, calcium flux, dopamine EC20 potentiation | actives 0.036% (n = 360,000); in the data active = potentiation above about 30%; also: 0% is about no effect
TRHR ag: activates the human TRH receptor. P34981. TRHR cells, calcium flux fluo-8, FDSS agonist mode. activation, % at 2 µM. actives 0.18% (n = 360,000). AID 493084; also: 0% is about no effect
Target sequence (P34981 whole entry, looked up): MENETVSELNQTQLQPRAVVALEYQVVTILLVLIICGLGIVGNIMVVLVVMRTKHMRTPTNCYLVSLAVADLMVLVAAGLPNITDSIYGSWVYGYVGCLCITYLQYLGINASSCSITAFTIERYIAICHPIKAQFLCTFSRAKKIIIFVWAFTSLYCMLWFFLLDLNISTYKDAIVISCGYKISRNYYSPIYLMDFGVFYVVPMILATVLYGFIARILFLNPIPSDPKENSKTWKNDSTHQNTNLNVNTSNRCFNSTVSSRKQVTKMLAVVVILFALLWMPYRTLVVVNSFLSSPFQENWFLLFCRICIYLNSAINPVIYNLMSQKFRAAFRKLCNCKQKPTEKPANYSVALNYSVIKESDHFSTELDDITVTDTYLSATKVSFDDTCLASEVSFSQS
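Fluo-8-loaded TRHR cells; 10 s baseline, compound added, kinetic Ca2+ fluorescence read 1/s, agonist mode.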
D2 agonist: activates the human D2 dopamine receptor; P14416; HEK293 T-REx D2 cells, calcium flux agonist mode; activation, % at 2 µM; actives 0.53% (n = 340,000); AID 485358;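 active = activation over 3 SD above normal in the single-dose calcium agonist read, cut at about 30% in these data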; also: 0% is about no effect
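Tetracycline-induced HEK293 T-REx cells with force-coupled D2 receptor, plated overnight at 30 C, loaded with no-wash calcium dye. After a 10 s baseline, compound was pin-added and calcium flux read kinetically for 180 s; calcium rises flagged agonists.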
RXFP1 antagonist: RXFP1 (human) relaxin receptor antagonism | Q9HBX9 | actives 0.59% (n = 350,000) | HEK293-RXFP1, relaxin-stimulated cAMP HTRF, 30 min; hits give low values | activity change, negative = inhibition, % at 57.5 µM;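 active = activity change of -60% or lower, but not beyond a set lower limit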; also: % is scaled to controls: 0 for no effect and ±100 for the full control effect
D2 antagonist: D2 dopamine receptor (human) antagonism | actives 2% (n = 340,000) | HEK293 TREx D2 cells, calcium flux, dopamine EC80 | AID 485344 | P14416 | inhibition, % at 10 µM; in the data active = inhibition above about 30%; also: 0% is about no effect
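Measurement of antagonist activity uses fluorescent calcium dye in inducible HEK293 T-REx D2 cells: 10 s baseline, compound addition with 180 s read, EC80 dopamine addition with a further 180 s read.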
TRHR PAM: TRH receptor (human) allosteric enhancement; enhancement, % at 2 µM; TRHR cells, fluo-8 calcium fluorescence, EC20 TRH enhancement; actives 0.66% (n = 360,000); AID 493056; in the data active = enhancement above about 30%; also: 0% is about no effect
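Enhancer read-out: after compound pinning and an initial kinetic agonist-mode read, an EC20 of TRH (10 nM final) was injected and fluo-8 calcium signal (Ex 480/Em 530) followed at 1 s/cycle for 100 cycles in TRHR-expressing cells.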
An asterisk follows results filed as active; nt = not tested or not shown; & = joins results of further samples. Rule as the data show it, unless noted: active = activation above about 30%; inactive = the rest.

Results follow in this order: D1 antag | D2 PAM | D1 ag | D1 PAM | TRHR ag | D2 agonist | RXFP1 antagonist | D2 antagonist | TRHR PAM
CCOC(=O)c1ccc(Cl)c(NC(=O)c2cccnc2)c1
→ -7 | -6 | -1 | 1 | -1.9 | 0.2 | nt | 24 | 0
Cn1c2ccccc2c2nnc(SCc3ccc4nonc4c3)nc21
→ -2 | 19 | 0 | 0 | -0.3 | -0.4 | -10 | 5 | -3
CCOc1ccc(CC(=O)NNC(=S)Nc2ccc(OC)c(OC)c2)cc1
→ -14 | -5 | 0 | -4 | -0.4 | 0.1 | -5 | -4 | -1
CCCNC(=O)COC(=O)c1ccccc1OCC(=O)Nc1ccc(Br)cc1
→ -12 | -1 | 0 | -3 | -0.3 | 0.7 | nt | -4 | -1
O=S(=O)(NCCC1CC1(Cl)Cl)c1ccc(Cl)cc1 (stereo not drawn)
→ -38* | 0 | 5 | -3 | 0.1 | 0.1 | -5 | -6 | -9
COc1ccc(-n2nc3cc(C)c(N)c(Br)c3n2)cc1
→ 24 | 3 | 1 | 0 | 0.0 | 0.1 | 2 | -20 | 2
CCNC(=S)N(CCc1c(C)[nH]c2ccc(C)cc12)Cc1cccs1
→ -7 | -1 | 5 | -3 | 0.5 | -0.5 | -3 | 8 | -1
CCCn1c2ccccc2c2cnn(CC(=O)N(CC)CC)c(=O)c21
→ 0 | -7 | 0 | -2 | -0.6 | 0.2 | -4 | 5 | -13
O=C(O)C/C(=C\c1ccc2c(c1)OCO2)c1nc2ccccc2s1
→ -1 | 1 | 1 | -3 | 0.2 | 0.1 | 3 | 19 | 4
O=C1CC(CSc2ccc(Cl)cc2)=NN1
→ 16 | 10 | 2 | 5 | 0.1 | -0.5 | 2 | 0 | 5
CS(=O)(=O)Cc1ccc(C(=O)Nc2cccc(-c3nc4ccccc4[nH]3)c2)cc1
→ -4 | -2 | 2 | -6 | -2.1 | -0.7 | -1 | -17 | 7
CCN1C(=O)/C(=C2\SC(=S)N(CCCOC)C2=O)c2ccccc21
→ -2 | -1 | 1 | -4 | 1.8 | -0.5 | -6 | -13 | 5
O=C1CC(C2CCCO2)C(=O)N1c1cccc(Cl)c1 (stereo not drawn)
→ -13 | -17 | 2 | 1 | 0.2 | 0.2 | -9 | -3 | -9
Cc1n[nH]c(=O)nc1NCC1CCCO1 (stereo not drawn)
→ 10 | 14 | 2 | 1 | -0.1 | 0.5 | 3 | -25 | -3
C=CCOc1c(Br)cc(CNn2c(C)n[nH]c2=S)cc1OCC
→ 1 | 2 | 2 | -2 | -0.3 | 0.0 | 0 | -10 | -1
COc1cccc(/C=N/N2CCOCC2)c1O
→ 11 | 8 | 2 | -2 | 0.3 | 1.0 | 11 | -3 | 0
CSc1ccccc1OCc1cc(C(=O)NC2CCc3ccccc32)no1 (stereo not drawn)
→ -8 | -7 | 21 | -11 | -0.6 | -1.6 | 1 | -2 | 5
CCN(C(=O)C1CCC(CNS(=O)(=O)c2cccc3nsnc23)CC1)c1ccc(C)c(C)c1 (stereo not drawn)
→ -13 | -10 | 8 | -3 | 0.1 | -0.4 | -10 | nt | -16
CCOc1cc(NC(=S)NCc2ccco2)c(OCC)cc1NC(=O)c1ccco1
→ -1 | 3 | 13 | 1 | 0.2 | 1.4 | -5 | -8 | -1
CCn1cc(CNC(=O)CSc2nc(-c3ccc(OC)c(OC)c3)cc(C(F)(F)F)n2)c(C)n1
→ 2 | -3 | 1 | -2 | -0.5 | 2.4 | 0 | -6 | -1

Next part; it opens with the five that closed the last part.
Results follow in this order: D1 antag | D2 PAM | D1 ag | D1 PAM | TRHR ag | D2 agonist | RXFP1 antagonist | D2 antagonist | TRHR PAM
COc1cccc(/C=N/N2CCOCC2)c1O
→ 11 | 8 | 2 | -2 | 0.3 | 1.0 | 11 | -3 | 0
CSc1ccccc1OCc1cc(C(=O)NC2CCc3ccccc32)no1 (stereo not drawn)
→ -8 | -7 | 21 | -11 | -0.6 | -1.6 | 1 | -2 | 5
CCN(C(=O)C1CCC(CNS(=O)(=O)c2cccc3nsnc23)CC1)c1ccc(C)c(C)c1 (stereo not drawn)
→ -13 | -10 | 8 | -3 | 0.1 | -0.4 | -10 | nt | -16
CCOc1cc(NC(=S)NCc2ccco2)c(OCC)cc1NC(=O)c1ccco1
→ -1 | 3 | 13 | 1 | 0.2 | 1.4 | -5 | -8 | -1
CCn1cc(CNC(=O)CSc2nc(-c3ccc(OC)c(OC)c3)cc(C(F)(F)F)n2)c(C)n1
→ 2 | -3 | 1 | -2 | -0.5 | 2.4 | 0 | -6 | -1
N#Cc1c(N)c2ccccn2c1C(=O)c1ccc(Br)cc1
→ 6 | -3 | 0 | -12 | -0.6 | -1.0 | 17 | -5 | 4
COc1ccccc1Nc1nc(N)nc(CSc2nc(C)cc(C)n2)n1
→ 23 | -1 | 1 | -1 | -0.7 | -0.2 | -13 | -8 | -7
COc1cccc(-c2cc(C(=O)NCC3CCCO3)c3cc(C)cc(C)c3n2)c1 (stereo not drawn)
→ -24 | -1 | 5 | 0 | 0.4 | 0.9 | -12 | 2 | -3
CC(/C=N/NC(=O)c1ccc2nc(C)[nH]c2c1)=C\c1ccccc1
→ -9 | -9 | 2 | 0 | -0.3 | 0.7 | 18 | -4 | -2
O=C(COc1ccc(S(=O)(=O)NC2CCCC2)cc1)N1CCCCCC1
→ 7 | -8 | 1 | 0 | -0.2 | -0.1 | 6 | 5 | -13
O=C(CCN1C(=O)C2CC=CCC2C1=O)Nc1cccc(Cl)c1 (stereo not drawn)
→ 5 | 11 | 1 | -5 | 0.1 | 0.5 | 3 | -14 | -2
CNS(=O)(=O)c1cnccc1N1CCN(c2cccc(C(F)(F)F)c2)CC1
→ -5 | 3 | 3 | -3 | -0.5 | 0.1 | -1 | 16 | -2
Cc1ccsc1/C=C/c1ccc2ccccc2n1
→ -9 | 4 | 0 | 0 | 0.0 | -0.8 | -9 | 9 | -13
COc1ccc(NC(=O)C2C3C=CC(C3)C2C(=O)NCc2ccccn2)c(OC)c1 (stereo not drawn)
→ 10 | 9 | 0 | -3 | 0.1 | -1.2 | -4 | -14 | -4
Cc1cc([N+](=O)[O-])nn1CCCC(=O)N1CCN(c2ccc(F)cc2)CC1
→ -6 | -11 | 5 | 1 | 0.3 | 1.1 | nt | 0 | -4
Cc1c(/C=N/NC(=O)c2cc(Br)ccc2O)c(=O)n(C)c(=O)n1C
→ -6 | nt | 9 | -4 | -1.0 | -2.7 | 3 | -11 | 11
C=CC[N+]1(CC#CCOC(c2ccccc2)c2ccccc2)CCOCC1
→ -2 | -2 | 4 | -5 | -0.4 | 0.4 | 15 | -10 | 4
CC(C)Oc1ccc(S(=O)(=O)N2CCCCC2)cc1NC(=O)C1CCC1
→ 6 | 4 | 6 | 0 | 0.0 | -0.1 | 11 | 0 | 0
O=C(c1ccccc1)N1CCCN(c2nccc(C(F)(F)F)n2)CC1
→ -4 | -4 | 8 | -6 | 0.0 | -1.5 | 0 | -3 | -1
C/C=C/C=C\C(=O)Nc1cccc(C2=NOC3(C2)C[C@H](C(N)=O)N(C(=O)/C=C/C)C3)c1 (stereo partly drawn)
→ -9 | 8 | 2 | 0 | 0.2 | -0.2 | nt | 14 | 4
CC(=O)c1cc(-c2ccccc2)n(CCC(=O)NC2CCCCCC2)c1C
→ -4 | -13 | -1 | -3 | -0.8 | -0.6 | -4 | -4 | 0
COc1ccc2cnnc(SCC(=O)Nc3ccc(C(=O)O)cc3)c2c1OC
→ 20 | 22 | 0 | 3 | 1.0 | 1.3 | 10 | -6 | -3
CC1CCCN(C(C(=O)NC2CCCCC2)c2cc3c(cc2[N+](=O)[O-])OCO3)C1 (stereo not drawn)
→ -14 | -21 | 3 | -6 | -1.2 | 6.5 | -17 | 5 | -9
Cc1ccc(/C=C/c2nc3ccccc3[nH]2)o1
→ 2 | -1 | 0 | -5 | 1.3 | 2.3 | -10 | 1 | 46*
CCN1C(=O)CC(N2CCN(CC(=O)NC(C)C)CC2)C1=O (stereo not drawn)
→ -12 | 7 | 3 | 0 | 0.4 | -0.5 | 4 | -1 | 0
COc1ccc(OCc2nnc(SCC(N)=O)n2-c2ccccc2OC)cc1
→ 2 | 0 | 1 | -2 | 0.2 | 0.1 | -9 | 2 | -10
Cc1ccc(S(=O)(=O)NNC(=O)c2c(O)c3ccccc3[nH]c2=O)cc1
→ 18 | 9 | 6 | 1 | -1.2 | nt | -4 | nt | 2
CSc1ccc(/C=N\NC(=O)COc2ccc(Cl)cc2Br)cc1
→ -6 | nt | 6 | -4 | 0.0 | nt | 7 | nt | 14
CCCCC(=O)OCC(=O)Nc1ccc(C)c(F)c1
→ 5 | -16 | 2 | 3 | -2.2 | -0.7 | -2 | -2 | -3
COc1ccc(Cl)cc1Nc1nc(C)cc(=O)[nH]1
→ -3 | -28 | 1 | -3 | 1.0 | 0.2 | -7 | 74* | 2
COc1cc(OC)cc(C(=O)N2CCN(C(=O)COc3ccc(C)cc3)CC2)c1
→ 10 | -9 | -3 | 3 | -0.3 | 1.5 | nt | nt | 5
O=C(CSCc1ccc(F)cc1)NCc1ccc(F)cc1
→ 1&10 | -3&3 | 6&-1 | -3&-1 | 0.1&-1.4 | -0.6&0.0 | -2&13 | -6 | 0&5
Cc1cccc(C)c1NC(=O)C1=C(O)c2sccc2N(C)S1(=O)=O
→ -11 | -9 | 0 | -3 | 0.2 | 0.0 | -2 | -13 | 8
COc1ccc2oc(C(=O)NCCN3CCOCC3)c(C)c2c1OC
→ 20 | 16 | 0 | -1 | 1.0 | 0.9 | -1 | -6 | 34*
COc1cc([N+](=O)[O-])ccc1NC(=O)C1C2C=CC(C2)C1C(=O)O (stereo not drawn)
→ -13 | -5 | 0 | -9 | 0.2 | -1.3 | 11 | -17 | 1
COCCn1c(=O)c2c(nc3n2CCCN3CCc2ccc(OC)c(OC)c2)n(C)c1=O
→ -2 | -12 | 2 | -7 | -0.1 | -0.2 | -5 | -29 | -5
CCc1nc(NC2CCCCC2)c(C#N)c2c1COC(C)(C)C2
→ 1 | -3 | 3 | -7 | 0.4 | -0.3 | -6 | 1 | -4
CNC(=O)c1cc2c(s1)-c1ccccc1CC2
→ -7 | -9 | 0 | 3 | -0.4 | -0.4 | 1 | -6 | -1
CC(NC(=O)c1cc(-c2ccncc2)nc2ccc(Cl)cc12)C1CCCO1 (stereo not drawn)
→ 4 | -6 | 0 | -1 | 0.4 | -0.1 | -7 | 17 | -5
COc1ccccc1N1CCN(C(=O)CN(Cc2ccccc2)S(C)(=O)=O)CC1
→ 10 | nt | 0 | -2 | 0.2 | nt | -4 | nt | 0
Nc1cc(Nc2ccccc2)ccn1
→ -3 | -3 | 8 | -4 | 1.7 | 1.3 | -10 | 0 | -5
CCCCCCCNC(=O)C1(CC2CC(c3ccc(Cl)cc3)=NO2)CCN(C(=O)Cc2ccc(F)cc2)CC1 (stereo not drawn)
→ 4 | 11 | 9 | -2 | 1.8 | 5.0 | nt | -22 | 11
